# GalR3 antagonist = GalR3 antagonists in HEK293 cells, primary screen, cell-based, fluorescence readout; HEK293 GalR3-CNG cAMP membrane potential fluorescence; galR3 body fused to GalR1 C-terminus; actives 0.44% (n = 360,000); Galanin receptor type 3 (Homo sapiens), O60755; inhibition, % at 3 µM; AID 651719, 2012;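 active = inhibition above the screen-wide average plus 3 SD, cut at about 13% in these data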;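 also: forskolin and galanin both at EC90 stimulate the cells; cAMP rise reported by CNG channel membrane potential dye signal; 0% = forskolin plus galanin with DMSO and 100% = forskolin alone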
# Target sequence (O60755 1-299 limits assumed): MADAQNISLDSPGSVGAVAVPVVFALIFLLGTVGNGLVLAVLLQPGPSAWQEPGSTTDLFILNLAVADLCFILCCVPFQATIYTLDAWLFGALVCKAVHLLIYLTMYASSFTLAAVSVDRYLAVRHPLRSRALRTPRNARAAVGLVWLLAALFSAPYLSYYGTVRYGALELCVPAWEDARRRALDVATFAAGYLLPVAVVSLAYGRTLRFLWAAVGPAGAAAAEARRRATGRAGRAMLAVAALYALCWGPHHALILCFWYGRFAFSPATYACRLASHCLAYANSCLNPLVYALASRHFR
# CRFR2-BP ag = agonists of CRF-BP/CRF-R2 complex, primary screen, cell-based, HEK293, calcium dye fluorescence, uHTS | actives 0.46% (n = 350,000) | calcium dye fluorescence (FLIPR); percent of saturating CRF peptide response | activation, % at 13.2 µM;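 active = activation of at least 50%, plus an integration ratio under a set limit after plate pattern correction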;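 also: plate controls were neutral control wells without compound for no effect and CRF at EC100 for full effect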
# MEKK2mut PB1 HTS = MEK5 binding signal on mutant MEKK2 PB1, primary screen, biochemical, multiplex bead flow cytometry, Alexa488-MEK5. AID 1530, 2009. actives 0.35% (n = 290,000). Alexa488-MEK5 binding to MEKK2 mutant. percent response, % at 10 µM; in the data active = percent response above about 24%, passing the limit was not always enough; also: inactives centre near 1; some results filed as inactive read as strong as hits
# CRFR2-BP antag = antagonists of CRF-BP/CRF-R2 complex, primary screen, cell-based, HEK293, calcium dye fluorescence, uHTS; CRF-induced calcium fluorescence; AID 588475, 2011; inhibition, % at 11.8 µM; actives 0.59% (n = 350,000);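 active = inhibition of the ligand-induced calcium signal above about 50% at the single tested concentration, limit read from the data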
# MEKK2 WT-MEK5 = modulators of MEK5 binding to wildtype MEKK2, primary screen, biochemical, multiplex bead flow cytometry, Alexa488-MEK5. binding response (% of control), % at 10 µM. Alexa488-MEK5 binding to MEKK2 WT; actives lie on both sides. actives 1.1% (n = 290,000); in the data active = binding response below about 67% or above about 130%
# NS3 helicase inh = inhibitors of HCV NS3 helicase, primary screen, biochemical, Cy5 molecular beacon fluorescence; Hepatitis C virus NS3 helicase; NS3 helicase DNA unwinding; inhibition, % at 10.9 µM; actives 0.56% (n = 290,000); AID 1800, 2009;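 active = inhibition above the mean of all tested compounds plus 3 SD, set per campaign, cut at about 35% in these data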;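 also: 0% = DMSO wells and 100% = thioflavine S control wells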
#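 assay system = NS3 helicase fragment of HCV | buffer or medium = MOPS pH 6.5, MgCl2, DTT, Tween20, BSA | timing = 60 min unwinding reaction at 25 °C after ATP addition | signal = Cy5 beacon fluorescence read at start and 1 h | read-out basis = % inhibition of unwinding | control set = low DMSO, high thioflavine S at 110 µM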
# FID counter = compounds displacing fluorescent DNA intercalator, primary screen, artefact control for HCV NS3 helicase inhibitor project, biochemical, FID fluorescence. DNA fluorescent intercalator displacement. inhibition, % at 7.9 µM. actives 0.17% (n = 290,000). AID 1845, 2009; in the data active = inhibition above about 37%;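 also: 0% = vehicle and 100% = reference compound; higher means more ethidium bromide displaced from hairpin DNA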
# MEKK3 PB1 HTS = modulators of MEKK3-MEK5 PB1 binding, primary screen, biochemical, wildtype MEKK3, multiplex bead flow cytometry, Alexa488-MEK5; AID 1529, 2009; bead-based flow cytometry, Alexa488-MEK5 binding to MEKK3; actives lie on both sides; 0 = blocked by unlabeled MEK5, 100 = vehicle; actives 1.4% (n = 290,000); binding response (% of control), % at 10 µM;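 active = binding response more than 3 SD above or below the average of its plate-row segment, actives on both sides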;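 also: Alexa488 bead fluorescence after subtracting the streptavidin-only scavenger bead signal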
# Target sequence (Q99759 whole entry, looked up): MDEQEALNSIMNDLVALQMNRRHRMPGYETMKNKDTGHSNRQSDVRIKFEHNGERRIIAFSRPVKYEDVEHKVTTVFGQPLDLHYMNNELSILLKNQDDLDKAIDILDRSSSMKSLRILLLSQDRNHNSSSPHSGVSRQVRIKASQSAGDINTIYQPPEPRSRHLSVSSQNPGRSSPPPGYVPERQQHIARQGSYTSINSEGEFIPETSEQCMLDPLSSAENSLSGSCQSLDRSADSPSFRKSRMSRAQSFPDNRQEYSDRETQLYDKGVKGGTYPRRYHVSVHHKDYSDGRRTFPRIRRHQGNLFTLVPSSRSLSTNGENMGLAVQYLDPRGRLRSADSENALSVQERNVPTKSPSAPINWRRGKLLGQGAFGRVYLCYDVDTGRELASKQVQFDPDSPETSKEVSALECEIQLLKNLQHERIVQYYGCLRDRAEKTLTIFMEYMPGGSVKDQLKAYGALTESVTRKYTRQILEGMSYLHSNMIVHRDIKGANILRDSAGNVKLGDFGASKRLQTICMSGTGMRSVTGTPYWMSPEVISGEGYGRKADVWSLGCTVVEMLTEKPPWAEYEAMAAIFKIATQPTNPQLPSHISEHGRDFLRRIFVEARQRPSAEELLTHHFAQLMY
# SUMO HTRF inh = inhibitors of in vitro SUMOylation cascade, primary screen, biochemical, HTRF, uHTS; SUMO-conjugating enzyme UBC9 (Homo sapiens), P63279; actives 0.36% (n = 290,000); HTRF SUMOylation assay, SAE1/SAE2 + UBC9; inhibition, % at 35 µM; in the data active = inhibition above about 50%, passing the limit was not always enough; also: strong numbers were not always called active
# Target sequence (P63279 whole entry, looked up): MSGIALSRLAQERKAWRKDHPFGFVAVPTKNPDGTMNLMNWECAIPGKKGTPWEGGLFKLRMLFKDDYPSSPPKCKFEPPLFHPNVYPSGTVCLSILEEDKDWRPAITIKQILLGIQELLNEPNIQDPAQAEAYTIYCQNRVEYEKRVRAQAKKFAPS
# An asterisk follows results filed as active; . = no result given. The list is partial, so the mix of outcomes need not match the whole.
SMILES,GalR3 antagonist,CRFR2-BP ag,MEKK2mut PB1 HTS,CRFR2-BP antag,MEKK2 WT-MEK5,NS3 helicase inh,FID counter,MEKK3 PB1 HTS,SUMO HTRF inh
CC(=O)c1cccc(NC(=O)c2cnn3ccccc23)c1,.,0.4,5,-6,102,3,-5,103,19
O=C1c2ccccc2C(=O)N1CCCC(=O)N1CCCc2ccccc21,-3,0.3,3,1,113,-6,-22,111,10
O=C1CC(N2CCN(c3ccccc3)CC2)C(=O)N1c1ccc2c(c1)OCCO2 (stereo unspecified),0,0.1,7,2,109,-4,-14,108,-9
CCOc1ccc2c(O)csc2c1,3,2.0,2,-3,99,14,-9,96,-2
CCCc1nc2ccccc2c(=O)n1N,-1,1.9,4,0,99,-2,-2,99,7
O=c1cc2c(nn1Cc1c(Cl)cccc1Cl)-c1ccccc1CC2,-2,-0.2,8,6,99,3,-20,101,-26
C=C(C)CNC(=S)N/N=C1\CCCCc2ccccc21,1,-2.4,12,4,107,3,-16,100,12
O=c1[nH]c2cc3c(cc2cc1CN(CC1CCCO1)S(=O)(=O)c1ccc(Cl)cc1)OCCO3 (stereo unspecified),-4,0.3,-4,-11,94,13,-5,99,2
CC1CCCN(c2cc3c(cc2[N+](=O)[O-])C(=O)N(c2ccccc2)C3=O)C1 (stereo unspecified),-1,-4.0,-2,19,102,-3,-2,100,-27
CN1CCN(CCCOc2ccc(-c3ccccc3)cc2)CC1,-14,1.2,5,2,126,-56,21,103,-4
CC1CCN(c2nc(NCc3ccco3)nc(N)c2[N+](=O)[O-])CC1,-9,-1.2,-1,-57,101,-20,-1,107,9
Cc1ccc(C(=O)NCCc2nnc3ccc(NCCCN4CCOCC4)nn23)cc1,5,-0.2,10,-32,107,1,2,102,1
Cn1c(N)c(C(=O)COC(=O)CSc2ccc3ccccc3c2)c(=O)n(C)c1=O,-2,-1.4,1,1,98,-3,-9,103,-7
O=C(CSc1nnc(Cc2ccccc2)o1)NCc1ccco1,-5,-1.7,-1,-4,96,2,-1,102,-5
CC12CC3CC(C)(C1)CC(C(=O)N1CCN(C(=O)c4ccco4)CC1)(C3)C2,-3,-1.3,12,-27,111,0,-46,109,8
N#Cc1c(N2CCCC2)nc(N)c2c(N)nc(N3CCCC3)cc12,-7,-1.3,3,7,105,3,1,104,100*
COc1cccc(NC(=O)CSc2nnc(-c3cccc(OC(C)C)c3)n2N)c1,-5,0.4,0,-1,99,-13,-21,94,12
O=C(NCc1cccnc1)c1nnc(Cc2ccc(F)cc2)o1,1,-0.9,.,2,.,.,.,.,1
COc1ccc(C2=NS(=O)(=O)N(C)C(C(=O)NCc3ccco3)=C2)cc1OC,.,-1.0,2,-2,96,-1,-7,98,-1
CCCCS(=O)(=O)Nc1ccc(C)cn1,2,-1.3,0,19,99,8,-3,102,-6
C=CCc1cc(Cl)ccc1OCCOCCNC(C)CC (stereo unspecified),-3,1.0,19,-5,123,-21,23,104,10
COc1ccc(C2c3sc(=O)[nH]c3SC3C4CCC(C4)C23)cc1OC (stereo unspecified),-3,-2.1,4,16,103,2,-44,106,-14
Cc1ccc2c(COC(=O)c3ccccc3Cl)cc(=O)oc2c1,-6,1.2,-2,-4,99,7,-9,103,7
Cc1cc(NC(=O)c2ccc(N3C(=O)C4C5C=CC(C5)C4C3=O)cc2)no1 (stereo unspecified),-5,-0.6,-5,1,97,8,-5,102,2
Cc1ccc(S(=O)(=O)N2CCC(=O)N(C(COCc3ccc(Cl)cc3Cl)Cc3ccccc3)CC2)cc1 (stereo unspecified),-5,12,2,-25,89,0,-5,76,-25
O=C(COc1cccc2cccnc12)N/N=C1\SCC(=O)N1Cc1ccco1,-4,-0.3,11,6,97,12,-15,104,16
C/C(=N/NC(=O)c1cc(C(C)C)[nH]n1)c1cccs1,3,-0.7,2,2,97,-1,-2,115,-16
Cn1c(CCNC(=O)C2CCCCC2)nc2cc(NC(=O)c3cccs3)ccc21,-1,0.2,-7,-5,92,1,-1,92,23
O=C1c2ccccc2C(=O)N1Cc1cc(-c2ccccc2)no1,-1,0.0,-2,-13,100,-11,1,99,-3
O=S(=O)(c1ccc2ccccc2c1)N1CCN=C1SCc1cccnc1,-6,0.2,-9,10,91,-8,-30,100,15
COc1ccc(C2CC(c3cccs3)=NN2C(=O)COC(=O)c2cncc(Br)c2)cc1OC (stereo unspecified),-5,9.8,-8,11,77,-6,-18,78,8
O=C(CCN1C(=O)c2ccccc2C1=O)NC(=S)Nc1ccccc1,-4,0.2,8,-28,94,5,-5,100,-6
Fc1ccc(N2CN(Cc3cccnc3)CNC2=S)cc1,-2,0.9,4,4,101,-5,18,102,15
NNC(=O)CS(=O)(=O)c1ccc(Cl)cc1,-4,-0.3,-2,-5,97,6,-15,95,-4
CCOC(=O)C1=C(c2ccccc2)NC(=O)N(C(C)=O)C1c1cccc([N+](=O)[O-])c1 (stereo unspecified),-2,-0.1,-1,-22,96,-8,-12,102,15
COCCCNC(=O)C1=CCN(S(=O)(=O)c2ccc(C)cc2)CC1,-6,1.2,12,0,104,4,-10,105,4

# Marked active in SUMO HTRF inh (from the list above):
Molecule,GalR3 antagonist,CRFR2-BP ag,MEKK2mut PB1 HTS,CRFR2-BP antag,MEKK2 WT-MEK5,NS3 helicase inh,MEKK3 PB1 HTS,SUMO HTRF inh
N#Cc1c(N2CCCC2)nc(N)c2c(N)nc(N3CCCC3)cc12,-7,-1.3,3,7,105,3,104,100*

# 3 compounds from above, reduced to GalR3 antagonist and MEKK2mut PB1 HTS.
SMILES	GalR3 antagonist	MEKK2mut PB1 HTS
CCOC(=O)C1=C(c2ccccc2)NC(=O)N(C(C)=O)C1c1cccc([N+](=O)[O-])c1 (stereo unspecified)	-2	-1
O=C(CCN1C(=O)c2ccccc2C1=O)NC(=S)Nc1ccccc1	-4	8
Fc1ccc(N2CN(Cc3cccnc3)CNC2=S)cc1	-2	4

# (listing goes on)
SMILES,GalR3 antagonist,CRFR2-BP ag,MEKK2mut PB1 HTS,CRFR2-BP antag,MEKK2 WT-MEK5,NS3 helicase inh,FID counter,MEKK3 PB1 HTS,SUMO HTRF inh
Cc1ccc(S(=O)(=O)N2CCOCC2)cc1C(=O)N(C)CCOc1ccc(Cl)cc1,.,-0.5,14,6,98,-2,-40,104,5
Cc1ccc(NC(=O)C2OCCc3ccccc32)cc1C (stereo unspecified),2,-5.5,4,-11,103,-4,-12,107,-7
CCOC(=O)Cn1c2c(c(=N)c3c1CCC3)CCCC2,-4,0.3,-1,1,100,9,0,103,-9
CN(C)C1(CNC(=O)Nc2ccccc2)CCCCC1,-9,0.3,-3,1,97,9,4,95,-10
Nc1nc(C2CCCN2S(=O)(=O)c2ccc(Cl)cc2)cs1 (stereo unspecified),-5,-2.3,-1,33,102,4,-9,100,20
O=C(N1CCOCC1)N(CCN1CCOCC1)Cc1cccc(Cl)c1,0,-0.4,13,-17,118,-2,-13,120,3
O=C(COC(=O)c1cc([N+](=O)[O-])ccc1NCCO)Nc1ccc2c(c1)OCO2,2,-0.8,-1,16,102,-1,-2,100,-3
Cc1cc2nc(C)n(CCCNC(=O)Nc3ccc(C#N)cc3)c2cc1C,-2,0.9,-5,-25,102,1,7,91,-1
Cc1nonc1OC(C)CNc1ccc([N+](=O)[O-])cc1 (stereo unspecified),-6,-2.8,1,20,96,-4,3,100,34
Cc1cc(=O)[nH]c2nnnn12,-1,6.2,-13,3,98,-9,3,94,32
O=C1COc2ccc(NC(=O)N3CCN(c4ccc(F)cc4)CC3)cc2N1,-8,-2.0,-1,10,102,2,0,99,2
COc1ccc(C(=O)O)cc1NS(=O)(=O)c1cccc2nsnc12,-1,-0.5,-7,-3,91,1,-5,88,6
O=C(N=C1SC2CS(=O)(=O)CC2N1Cc1ccccc1)C1CCCO1 (stereo unspecified),3,-0.7,7,-16,101,10,-18,101,4
COc1cc(/C=C2/C(=N)N3C(SC)=NSC3=NC2=O)ccc1OC(=O)c1ccco1,-6,-0.9,6,5,107,1,-16,104,17
CC1CCCC(NC(=O)CCn2c(=O)oc3ccccc32)C1C (stereo unspecified),-1,1.3,1,7,103,5,-12,99,7
COc1cccc(NC2c3ccccc3C(=O)N2Cc2ccco2)c1 (stereo unspecified),.,3.5,1,-25,105,0,-15,100,7
CCN1C(=O)CSc2ccc(C(=O)NCc3ccco3)cc21,-6,-3.6,5,-4,106,2,-2,101,2
O=C(O)CCCC(=O)Nc1ccc(Oc2cccc(C(F)(F)F)c2)nc1,-1,-1.1,25,3,130,-1,-13,131*,6
COc1ccc(CNC(=O)C2CCN(S(=O)(=O)c3ccc(Br)s3)CC2)cc1,-8,-0.4,-2,-1,97,-5,-41,97,5
S=C(Nc1ccc(Cl)cc1)Nc1cccc2cnccc12,-4,3.0,-1,0,90,-16,-5,92,99
CS(=O)(=O)N1CCCC(C(=O)NCCc2ccccc2)C1 (stereo unspecified),-3,-1.1,4,10,103,-4,-2,104,15
Cc1ccccc1-c1nc(CN2CCC(C(=O)NCc3cccnc3)CC2)c(C)o1,-2,0.1,2,-6,107,-12,12,97,-17
CN(c1ccccc1)S(=O)(=O)c1cc(C(=O)c2nccn2C)ccc1Cl,-7,-1.0,-6,25,93,4,-1,93,-12
O=C1c2cccnc2C(=O)N1c1cccc([N+](=O)[O-])c1,-8,-0.1,8,13,113,6,-3,108,16
COc1ccc(C(=O)NC(CC(C)C)C(=O)O)cc1OC (stereo unspecified),-6,-0.3,-4,-19,94,-4,-3,98,5
COc1cccc(OCc2cc(C(=O)N(C)CCOc3ccc(C)cc3)no2)c1,2,0.3,-2,9,92,-6,-42,96,-12
CCOC(=O)CSc1cc(C)nc(NC(C)=O)n1,-2,2.4,1,12,92,6,-4,100,16
Cc1[nH][nH]c(=O)c1C(c1ccc2c(c1)OCO2)c1c(C)[nH][nH]c1=O,-1,12,1,11,100,-5,-1,102,7
COc1ccc(Nc2nc(OC)nc(OC)n2)cc1,-4,-0.2,-3,-3,95,8,-12,96,17
COc1ccc(CCNC(=O)COC(=O)Cn2cnc3ccccc3c2=O)cc1,-7,-0.7,-1,10,99,5,-15,97,16
Clc1cccc(CSc2nnc(-c3c[nH]c4ccccc34)o2)c1,1,0.0,4,-3,111,-7,-7,107,-3
CCc1ccccc1NC(=S)NC1CC2CCC(C1)N2Cc1ccc(F)cc1 (stereo unspecified),-7,0.1,-4,-13,102,-20,16,98,12
COc1ccc(C(=O)Nc2ccc(S(=O)(=O)N3CCCCC3)cc2)cc1,-4,0.0,0,-7,97,-9,-15,98,18
CCn1c(C)c(C(C)=O)c(N2CCCC2)nc1=S,-3,-0.6,0,-2,103,2,2,106,-17
Cc1ccc(C)c(SCC(=O)NNC(=O)c2csc(N3CCOCC3)n2)c1,0,-0.3,7,2,107,-5,-25,99,13

# Reprinted at random: two entries already listed.
SMILES,GalR3 antagonist,CRFR2-BP ag,MEKK2mut PB1 HTS,CRFR2-BP antag,MEKK2 WT-MEK5,NS3 helicase inh,FID counter,MEKK3 PB1 HTS,SUMO HTRF inh
CCOC(=O)Cn1c2c(c(=N)c3c1CCC3)CCCC2,-4,0.3,-1,1,100,9,0,103,-9
CN(c1ccccc1)S(=O)(=O)c1cc(C(=O)c2nccn2C)ccc1Cl,-7,-1.0,-6,25,93,4,-1,93,-12
